# Anesthetic bind: candidate novel general anesthetic via apoferritin binding. P02791. apoferritin/1-aminoanthracene competitive binding, fluorescence. Potency, µM (doses to about 77.5 µM), inactives show at the highest dose activity change, negative = displacement, actives largely listed as inhibitors. 350,000 tested, 0.074% active. AID 485281; also: potency is read from the fitted curve at half-maximal effect; % is scaled to controls: 0 for no effect and ±100 for the full control effect; nearly all actives have a fitted effect of over 20% in size
# Target sequence (P02791 2-175 limits assumed): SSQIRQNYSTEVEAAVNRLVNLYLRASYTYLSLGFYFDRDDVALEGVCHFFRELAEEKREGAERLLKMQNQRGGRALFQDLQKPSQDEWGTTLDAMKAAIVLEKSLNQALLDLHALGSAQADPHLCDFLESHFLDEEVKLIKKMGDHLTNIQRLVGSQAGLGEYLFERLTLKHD
#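 In PBS, apoferritin at 10 uM is loaded with 1-AMA from a 50% saturated solution. After 10 min of compound exposure at ambient temperature, reduced 535 nm fluorescence indicates probe displacement.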
# RGS4 inhibitor: human RGS4 inhibition; AID 504845; Transcreener GDP fluorescence polarization, RGS4-accelerated GTP hydrolysis; Potency, µM (doses to about 114 µM), without a hit: top-dose activity change, negative = inhibition, most hits filed as inhibitors; 390,000 tested, 0.039% active; also: potency is read from the fitted curve at half-maximal effect; % is scaled to controls: 0 for no effect and ±100 for the full control effect; nearly all actives have a fitted effect of over 75% in size; some results filed as inactive show a strong effect at the top dose
#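 MLSMR compounds (23 nl, pin-transferred) preincubated 10 min at room temperature with a 500nM (2x) first reagent, then RGS4 at 900nM (2x) plus Transcreener GDP mix added; fluorescence polarization (620/688 nm) read before and after 90 min at 30 °C.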
# Pol beta inh: inhibitors of human DNA polymerase beta; AID 485314; Potency, µM (titrated, usually from 114 µM), inactives show at the highest dose activity change, negative = inhibition, most hits filed as inhibitors; P06746; 340,000 tested, 1.3% active; Pol beta primer extension/strand displacement, fluorescence kinetic; also: potency is read from the fitted curve at half-maximal effect; % is scaled to controls: 0 for no effect and ±100 for the full control effect
#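 Enzyme-only controls used 10 nM Pol beta; buffer lacking enzyme served as negative control. Compound preincubated 15 min, then 50 nM substrate added; 0 and 10 min reads at room temperature.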
# Pol kappa inh: blocks human DNA polymerase kappa activity | purified Pol kappa, fluorescent DNA synthesis assay, 10 min | Potency, µM (highest dose often 107 µM), without a hit: top-dose activity, negative = inhibition, hits mostly inhibitors | 400,000 tested, 0.53% active; also: potency is read from the fitted curve at half-maximal effect; % is scaled to controls: 0 for no effect and ±100 for the full control effect
# Target sequence (Q9UBT6 whole entry, looked up): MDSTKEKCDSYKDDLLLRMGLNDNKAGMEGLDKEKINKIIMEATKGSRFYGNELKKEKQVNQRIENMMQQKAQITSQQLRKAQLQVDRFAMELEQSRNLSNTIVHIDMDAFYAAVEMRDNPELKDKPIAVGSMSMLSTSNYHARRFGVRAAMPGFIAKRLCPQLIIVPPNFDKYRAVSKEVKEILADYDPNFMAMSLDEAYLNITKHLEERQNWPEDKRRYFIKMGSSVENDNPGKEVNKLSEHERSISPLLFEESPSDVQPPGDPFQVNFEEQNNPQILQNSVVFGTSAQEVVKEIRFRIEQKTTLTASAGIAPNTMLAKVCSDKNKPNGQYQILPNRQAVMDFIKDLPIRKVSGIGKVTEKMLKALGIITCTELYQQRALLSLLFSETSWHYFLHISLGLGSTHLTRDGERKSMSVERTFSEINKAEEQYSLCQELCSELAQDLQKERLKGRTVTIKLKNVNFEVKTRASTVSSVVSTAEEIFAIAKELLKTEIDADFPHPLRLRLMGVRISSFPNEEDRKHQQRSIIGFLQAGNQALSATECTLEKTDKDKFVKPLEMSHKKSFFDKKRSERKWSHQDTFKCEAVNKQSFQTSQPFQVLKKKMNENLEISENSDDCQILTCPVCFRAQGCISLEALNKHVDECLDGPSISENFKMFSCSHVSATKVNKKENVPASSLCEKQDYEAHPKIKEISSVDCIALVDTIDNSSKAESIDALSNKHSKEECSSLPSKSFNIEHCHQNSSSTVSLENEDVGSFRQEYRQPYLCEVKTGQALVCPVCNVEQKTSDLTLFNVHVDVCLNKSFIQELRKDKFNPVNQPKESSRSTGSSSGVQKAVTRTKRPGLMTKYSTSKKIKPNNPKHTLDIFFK
#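 10 nM Pol kappa preincubated 15 min at room temperature with compounds, then reaction started with substrate at 50 nM final. Fluorescence read kinetically at 0 and 10 min; buffer-only wells served as negative control.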
# APEX1 inh: inhibitors of human APE1 endonuclease; 350,000 tested, 0.35% active; recombinant APE1, TAMRA/BHQ-2 abasic DNA cleavage fluorescence; Potency, µM (titrated, usually from 65.8 µM), without a hit: at the highest dose activity change, negative = inhibition, most hits filed as inhibitors; P27695;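 also: potency is read from the fitted curve at half-maximal effect; plate controls were vehicle for no effect and reference inhibitor for full effect; nearly all actives have a fitted effect of over 55% in size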
#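 Step 1: APE1 (0.75 nM) with compound, 15 min RT. Step 2: add 50 nM fluorophore/quencher THF duplex. Step 3: three fluorescence reads 60 s apart (525/598 nm); read 3 minus read 1 = reaction progress.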
# 12-LOX inh: blocks human arachidonate 12S-lipoxygenase | P18054 | purified 12hLO, xylenol orange hydroperoxide absorbance | Potency, µM (top dose mostly 108 µM), for inactives: top-dose activity change, negative = inhibition, hits mostly inhibitors | 580,000 tested, 1.1% active | AID 1671190; also: potency is read from the fitted curve at half-maximal effect; % is scaled to controls: 0 for no effect and ±100 for the full control effect
#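 Purified human 12hLO (150 nM final) in 25 mM Hepes, 0.01% Triton X-100, pH 7.0 was preincubated 15 min at room temperature with compound. Then 40 uM arachidonic acid was added, 30 min. Hydroperoxide was read by Fe-XO absorbance ratio 573/405 nm.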
# ERG-DNA inh: inhibitors of human ERG Ets domain-DNA interaction | Potency, µM (titrated, usually from 76.9 µM), for the others: at the highest dose FP activity, negative = inhibition, hits mostly inhibitors | fluorescence polarization, His-ERG Ets domain / labelled DNA | 370,000 tested, 0.028% active | AID 624246; active = well fitted inhibition curve with a large enough effect in the polarisation, with a control signal flat; inconclusive = small, poorly fitted or top-dose-only effect, or effect the other way, or a change in a side signal; inactive = no such curve, though single readings can be large or run the other way; the % refers to the polarisation;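 also: polarization taken with two DNA probes labelled with fluorescein and Texas red; potency is read from the fitted curve at half-maximal effect; % of control where 0% means no effect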
#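 His-tagged ERG Ets domain (1 uM in the protein solution; 300mM KCl, 50mM Tris-HCl, 1mM EDTA, 1mM DTT, pH 7.5) received compound, then a probe mix of 5 nM fluorescein-DNA and 100nM Texas-615-DNA. Fluorescence polarization was read for both dyes.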
# LDHA block: inhibitors of human lactate dehydrogenase A; 480,000 tested, 0.15% active; AID 1347041; activity change, % (values are at about 110 or 230 µM); purified LDHA, NADH/diaphorase-resazurin fluorescence; hits give low values; P00338; in the data active = activity change below about -30%; inconclusive = mostly about -25% to -30%;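 also: plate controls were DMSO wells for no effect and wells without enzyme for full effect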
#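 Remaining NADH was detected by diaphorase (0.133 mg/mL) converting 37 µM resazurin to fluorescent resorufin, read at 0 and 20 minutes. The preceding 5-minute room-temperature reaction used 2 nM LDHA, 0.2 mM sodium pyruvate and 0.06 mM NADH at pH 7.4.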
# POLH inh: blocks human DNA polymerase eta activity; Q9Y253; recombinant Pol eta, fluorescent DNA replication assay; Potency, µM (highest dose often 114 µM), for the others: top-dose activity change, negative = inhibition, most hits filed as inhibitors; 390,000 tested, 1.2% active; also: potency is read from the fitted curve at half-maximal effect; % is scaled to controls: 0 for no effect and ±100 for the full control effect
#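 Pol eta at 10 nM preincubated with compounds 15 min at room temperature; reaction started with fluorescent substrate (50 nM final) and read kinetically at 0 and 10 min.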
# Active calls of the source: *; ? = inconclusive; . = not tested or not shown; & = joins results of further samples; [ ] = dose if it differs, or a comment. Unless noted, calls follow the shape of the dose curve; as a rule, active = well fitted curve in the direction sought with a large enough effect; inconclusive = small, poorly fitted or top-dose-only effect, or another doubt; inactive = no such curve, though single readings can be large; an effect the other way counts as inactive or inconclusive. Some of the compounds tested; count on the stated rates, not on these rows.
compound | Anesthetic bind | RGS4 inhibitor | Pol beta inh | Pol kappa inh | APEX1 inh | 12-LOX inh | ERG-DNA inh | LDHA block | POLH inh
COc1ccccc1NC(=O)CCC(=O)OCc1ccc([N+](=O)[O-])cc1 | -13% | -5% | -4% | 8% | 10% | -19% | 9% | 0 | -10%
Cc1ccccc1CC(=O)N1CCN(C(=O)C2CCCO2)CC1 (centres undefined) | -19% | -6% | 18% | -7% | 1% | -29% | 4% | 0 | -4%
CS(=O)(=O)N1CC(C(=O)O)Oc2ccc(CC(=O)O)cc21 (centres undefined) | -1% | 17% | ? | -34% | ? | -3% | 0% | -4 | 18µM*
CN(C)C(=O)COC(=O)c1ccccc1NC(=O)c1ccco1 | -4% | 13% | 16% | -2% | 1% | 11% | -16% | -2 | -6%
CN1CCN(CCCNC(=O)c2cn(C3CCCCC3)c(=O)c3c2c2ccccc2n3C)CC1 | 1% | -33% | 24% | -4% | 8% | -20% | 0% | 0 | -13%
NS(=O)(=O)c1ccc(NC(=O)CSc2nnc(Cc3cccs3)n2-c2ccccc2)cc1 | -2% | -31% | -2% | 5% | -2% | 389%[activator] | 9% | -2 | -15%
O=C(c1cc2c(cc1Br)OCCCO2)N1CCCCC1 | -1% | 11% | 32% | -6% | -7% | 1% | 0% | -2 | -12%
N#C/C(=C\c1ccc(F)c(Cl)c1)S(=O)(=O)c1ccccn1 | 6% | -11% | ? | 6% | 1% | 0% | -18% | -3 | -25%
Cc1ccccc1C(=O)N1CCN(c2ccc(NC(=O)c3ccc([N+](=O)[O-])o3)cc2)CC1 | -6% | 14% | 0% | 13% | 65% | ? | 4% | 0 | -6%
CCCN(CC(=O)Nc1ccccc1C)C(=O)c1nn(CC)c(=O)c2ccccc12 | . | -10% | . | -6% | 7% | -15%&5% | 10%[15.4 µM] | -6&3 | -8%
Cc1ccc(NS(=O)(=O)c2ccc3c(c2)CCN3C(=O)C2CC2)c(C)c1 | -3% | -5% | -2% | -3% | . | -4% | -3% | -2 | -25%
CCCCCC(O)c1cccc(OCc2ccc3ccccc3n2)c1 (centres undefined) | ? | 4%[56.9 µM] | -7%[57.1 µM] | ? | -6%&2%&4%&11% | -5% | 5% | 7 | -26%
OCCN(Cc1ccccc1)CC1CC=CCC1 (centres undefined) | -1% | 7% | -19% | -5% | -2% | ? | . | -17 | 1%
O=S(=O)(c1ccc(Br)cc1)c1nc(-c2ccco2)oc1NCCCn1ccnc1 | . | -40% | . | 1% | 23% | -3% | 3% | 1 | -15%
CC(=O)Nc1ccc(/C=N/NC(=O)c2cc3ccccc3nc2C)cc1 | -4% | 14% | 15% | -1% | 3% | 20% | -2% | -14 | -6%
Cc1[nH][nH]c(=O)c1/C=N/N1CCOCC1 | -4% | 6% | 0% | -8% | -6% | 0% | 1% | 4 | 2%
CCOC(=O)c1nnc2c(-c3ccc(Cl)cc3)c(C)nn2c1N | -10% | -6% | -2% | 1% | . | -18% | -4% | 4 | -8%
CC(=O)Nc1c(O)[nH]c2ccccc12 | 2% | 12% | ? | -5%[60.1 µM] | 21% | 15% | . | -1 | 13%
Cn1nc(-c2ccccc2)cc1NS(=O)(=O)c1ccccc1 | -4% | 6% | -1% | 13% | 7% | ? | 14% | -2 | -4%
O=C(N/N=C/c1coc2ccccc2c1=O)c1cn(-c2ccccc2)nc1-c1ccccc1 | -2% | -34% | 15% | -2% | -2% | -10% | 7% | -2 | ?
Cc1ccc2nc(C)cc(N/N=C/c3ccccc3O)c2c1 | ? | 8% | -20% | -2% | -6% | -12% | 1% | 1 | -14%
Cc1c(C)[n+](=O)c(-c2cccs2)c(C)n1[O-] | 9% | -2% | 23% | -10% | 7% | 0% | 3% | -2 | 5%
CCOc1cc(/C=C/c2ccc3cccc([N+](=O)[O-])c3n2)cc(Cl)c1O | 1% | -11% | 24% | -9% | -4% | -29% | 10% | 1 | -13%
COc1cc2c(cc1OC)C(c1cc(OC)c(OC)cc1[N+](=O)[O-])N(C(C)=O)CC2 (centres undefined) | -4% | -43% | 14% | 6% | 25% | 7% | -13% | 4 | -16%
O=S(=O)(Nc1ccc2c(c1)OCCO2)c1cnc[nH]1 | -2% | -9% | 0% | -7% | 11% | 33%[activator] | -8% | -3 | -4%
CC(C)CNC(=O)c1cc(-c2ccc3c(c2)OCO3)on1 | 0% | 5% | 33% | -4% | 35% | 16% | 7% | -4 | -7%
CCC(C(=O)OC)n1cnc2c(cnn2-c2ccc(F)cc2)c1=O (centres undefined) | -4% | -24% | 32% | 0% | . | -30% | 5% | 2 | -15%
Cc1ccc(OCC(=O)NNC(=O)c2ccc3c(=O)n4c(nc3c2)CCC4)cc1 | . | 5% | . | -18% | -18% | -1% | 6% | -7 | 4%
O=S(=O)(c1ccc2ccccc2c1)N1CCN(C2CCN(Cc3ccccc3)CC2)CC1 | -20% | -7% | 16% | -7% | 0% | ? | 5% | ? | 4%
O=C(/C=C/c1c(Cl)nc2ccccn12)N1CCCCC1 | -12% | -3% | 37% | -4% | 0% | 0% | 5% | -8 | -12%
CNC(=O)COc1coc(CN2CCN(c3ccccc3OC)CC2)cc1=O | -3% | 27% | -2% | -17% | 24% | 1% | 3% | -6 | -10%
Cc1ccc2nc(Cl)c(C#N)cc2c1 | -6% | 0% | -10% | 0% | 1% | -2% | -3% | -3 | -16%
O=C(COc1ccc2c3c(c(=O)oc2c1)CCCC3)NCCCn1ccnc1 | -12% | 20% | 21% | -7% | 41%[activator] | 18% | -2% | -3 | -6%
COc1ccc(C(=O)OCC(=O)Nc2ccc(OC)c(S(=O)(=O)N3CCCCC3)c2)cc1[N+](=O)[O-] | . | 13% | . | -9% | -16% | -2% | 1% | -4 | -5%
CC1CC(OCC(O)C[N+]2(C)CCOCC2)CC(C)(C)C1 (centres undefined) | -4% | -13%[11.4 µM] | 22% | 5% | 2% | ? | 7% | -1 | -4%
COc1ccc(N/C(=N/c2nc(C)cc(C)n2)NC(=O)Nc2ccc(Cl)c(Cl)c2)c(OC)c1 | -16% | -7% | 22% | -18% | 5% | 0% | 11% | -5 | -16%
COc1ccc(-c2nnnn2C)cc1S(=O)(=O)Nc1ccc(C)cc1C | -6% | -9% | 23% | -11% | 30% | 140%[activator] | 1% | -5 | -14%
O=C(CS(=O)(=O)c1ccccc1)N1CCN(c2ccccc2)CC1 | . | -3% | . | -1% | 9% | -35% | -1% | -1 | -20%
Cc1cc(C)c(NC(=O)Cn2c([N+](=O)[O-])cnc2C)c(C)c1 | -7% | 10% | 3% | 5% | -1% | -18% | -13% | -3 | -2%
Cc1cc(C)cc(Nc2cc(C(=O)NCc3ccccc3)c3ccccc3n2)c1 | 165%[activator] | 13% | -13% | -9% | . | -26% | -1% | 2 | -22%
COC(=O)c1ccc(NC(=S)NC(=O)c2c(-c3ccccc3)noc2C)cc1 | -7% | -2% | -19% | -9% | -2% | 0% | -2% | -10 | -12%
N#C/C(=C\c1ccc(Cl)cc1)c1nc2ccccc2[nH]1 | 72%[activator] | 24% | 0% | -10% | . | -12% | -9% | -5 | 0%
Oc1ccc(Cn2ccnc2)c2cccnc12 | -11% | 12% | ? | -14% | 8% | -29% | 13% | 7 | 2%
CC(=O)OCC12COC3c4ccccc4OC(C)(CC1C)C3C2C (centres undefined) | -16% | 7% | 4% | -24% | -3% | 3% | 1% | -5 | -20%
O=C(CSC1=NS(=O)(=O)c2cc(Cl)ccc2N1)Nc1ccccc1F | . | -8% | . | -24% | 4% | ? | -6% | -9 | -8%
CCCCN(C)CCC(=O)Nc1ccc(F)c(F)c1 | -14% | -9% | 25% | -2% | 2% | -17% | -6% | -7 | -3%

# Structures from the list above that have an aryl methoxy group (6):
compound | Anesthetic bind | RGS4 inhibitor | Pol beta inh | Pol kappa inh | APEX1 inh | 12-LOX inh | ERG-DNA inh | LDHA block | POLH inh
COc1ccccc1NC(=O)CCC(=O)OCc1ccc([N+](=O)[O-])cc1 | -13% | -5% | -4% | 8% | 10% | -19% | 9% | 0 | -10%
COc1cc2c(cc1OC)C(c1cc(OC)c(OC)cc1[N+](=O)[O-])N(C(C)=O)CC2 (centres undefined) | -4% | -43% | 14% | 6% | 25% | 7% | -13% | 4 | -16%
CNC(=O)COc1coc(CN2CCN(c3ccccc3OC)CC2)cc1=O | -3% | 27% | -2% | -17% | 24% | 1% | 3% | -6 | -10%
COc1ccc(C(=O)OCC(=O)Nc2ccc(OC)c(S(=O)(=O)N3CCCCC3)c2)cc1[N+](=O)[O-] | . | 13% | . | -9% | -16% | -2% | 1% | -4 | -5%
COc1ccc(N/C(=N/c2nc(C)cc(C)n2)NC(=O)Nc2ccc(Cl)c(Cl)c2)c(OC)c1 | -16% | -7% | 22% | -18% | 5% | 0% | 11% | -5 | -16%
COc1ccc(-c2nnnn2C)cc1S(=O)(=O)Nc1ccc(C)cc1C | -6% | -9% | 23% | -11% | 30% | 140%[activator] | 1% | -5 | -14%

# Assay outcomes as filed in PubChem BioAssay.
